Compound activity (PubChem)
ABCG2 block: blocks JC-1 efflux by human ABCG2 transporter; AID 1325; inhibition, % at 6.6 µM; IgMXP3 cells, flow cytometry; Q9UNQ0; hit rate 0.1% among 190,000;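 active = inhibition above 80%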;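 note: 0% = DMSO and 100% = nicardipine control wells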
Target sequence (Q9UNQ0 whole entry, looked up): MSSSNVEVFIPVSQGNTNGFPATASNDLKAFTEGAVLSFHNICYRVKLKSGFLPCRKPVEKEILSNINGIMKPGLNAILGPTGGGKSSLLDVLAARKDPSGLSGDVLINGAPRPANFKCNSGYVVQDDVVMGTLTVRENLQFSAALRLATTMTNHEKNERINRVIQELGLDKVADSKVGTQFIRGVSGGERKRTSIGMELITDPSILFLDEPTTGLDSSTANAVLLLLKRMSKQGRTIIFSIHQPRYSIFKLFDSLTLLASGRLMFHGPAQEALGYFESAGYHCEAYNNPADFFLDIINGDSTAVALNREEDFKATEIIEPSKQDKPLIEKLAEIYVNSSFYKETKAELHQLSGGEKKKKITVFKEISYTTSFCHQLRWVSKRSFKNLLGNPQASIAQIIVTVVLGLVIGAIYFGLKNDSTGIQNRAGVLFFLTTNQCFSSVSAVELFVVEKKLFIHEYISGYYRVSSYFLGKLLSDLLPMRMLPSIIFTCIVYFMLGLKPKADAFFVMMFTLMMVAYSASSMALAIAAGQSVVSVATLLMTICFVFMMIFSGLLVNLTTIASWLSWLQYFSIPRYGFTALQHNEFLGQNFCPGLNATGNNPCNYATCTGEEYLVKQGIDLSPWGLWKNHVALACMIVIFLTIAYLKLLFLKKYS
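Test system: IgMXP3 (ABCG2) plus far-red-tagged CCRF-Adr (ABCB1) cells. Reagent: JC-1 dye as substrate. Timing: 10 min exposure at 25 °C with rotation, no wash. Measured by: flow cytometric JC-1 green MFI at 530 nm. Read-out: percent efflux inhibition, scaled nicardipine 100% to DMSO 0%. Control set: nicardipine and DMSO wells.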
Rac1 wt modul: modulators of human Rac1 wildtype GTP binding; GTP binding activity (% of control), % at 10 µM; hit rate 0.27% among 190,000; GST-Rac1 beads, fluorescent GTP binding, flow cytometry; actives lie on both sides; 0 = cold GTP competed, 100 = untreated; AID 757;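 active = GTP binding activity at least 20 points away from the 100% control level, either lower or higher; inconclusive = compound flagged as likely green fluorescent, judged across all proteins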
Rab7 wt GTP bind: dog Rab7 wildtype GTP binding, inhibitors and activators; GST-Rab7 beads, fluorescent GTP binding, flow cytometry; actives lie on both sides; untreated = 100%, excess cold GTP = 0%; GTP binding activity (percent of control), % at 10 µM; hit rate 0.055% among 190,000; AID 758;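 active = fluorescent GTP binding to Rab7 beads changed by at least 20 points from the 100% baseline, either direction, mostly lower; inconclusive = compound itself probably fluorescent, or too few beads counted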;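 note: median green fluorescence of bound Bodipy-FL-GTP per Rab7 bead population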
Rac1 mut GTP: human Rac1 activated mutant GTP binding change; AID 764; GST-Rac1 activated beads, fluorescent GTP binding, flow cytometry; actives lie on both sides; 100% means binding = to untreated wells; hit rate 0.11% among 190,000; percent activity (GTP binding), % at 10 µM;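 active = GTP binding at least 20 percentage points away from the 100% baseline, in either direction, so actives lie on both sides; inconclusive = Compound likely fluorescent itself, or too few beads counted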
HRas wt GTP bind: changes GTP binding to wildtype human HRas. P01112. GST-Ras wt beads, Bodipy-FL-GTP binding, flow cytometry; actives lie on both sides. GTP binding activity, % at 10 µM. hit rate 0.14% among 190,000. AID 759;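 active = GTP binding activity at least 20% away from the 100% baseline, either lowered as inhibitor or raised as activator; inconclusive = flagged as likely green fluorescent, judged across all proteins in the well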;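 note: 0% = unlabeled GTP competition control and 100% = no-compound control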
Target sequence (P01112 whole entry, looked up): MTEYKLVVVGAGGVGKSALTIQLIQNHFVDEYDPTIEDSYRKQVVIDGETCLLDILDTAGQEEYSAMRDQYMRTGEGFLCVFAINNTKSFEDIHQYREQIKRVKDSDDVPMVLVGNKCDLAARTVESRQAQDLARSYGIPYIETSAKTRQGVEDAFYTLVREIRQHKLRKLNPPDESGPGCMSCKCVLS
GSH bead fluor: GSH bead compound fluorescence profile. hit rate 0.25% among 190,000. fluorescence (KMESF) at 10 µM. GSH beads flow cytometry, compound fluorescence 488/530 nm; hits give high values; in the data active = fluorescence above about 89;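 note: glutathione beads carrying GST-tagged Bcl family fusion proteins plus one bare bead set; values are compound well signal with DMSO vehicle wells as background; inactives centre near 16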
Pf gamet viab: inhibitors of late stage P. falciparum gametocyte viability | hit rate 0.065% among 150,000 | inhibition, % at 10.9 µM | P. falciparum stage V gametocytes, ATP luminescence, 24 h | AID 743093;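 active = inhibition above the mean plus 3 SD of compounds within the control limits, set per campaign, cut at about 38% in these data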;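 note: 0% = DMSO wells and 100% = medium only without gametocytes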
Avidin bead fluor: compound fluoresces at 488/530 nm on avidin beads. hit rate 0.38% among 220,000. compound fluorescence 488/530 nm, flow cytometry; hits give high values. fluorescence (KMESF) at 10 µM; in the data active = fluorescence above about 47; note: inactives centre near 10
Rab2A wt mod: changes GTP binding to wildtype dog Rab2A, up or down; P61105; GST-Rab2 wt beads, Bodipy-GTP binding, flow cytometry; GTP binding activity, % at 10 µM; hit rate 0.19% among 190,000; AID 760;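 active = GTP binding activity at least 20 points away from 100%, either lowered or raised; inconclusive = signal likely due to the compound's own green fluorescence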;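 note: 0% = beads with excess unlabeled GTP and 100% = no-compound control corrected for plate trend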
ABCB1 inh: inhibitors of human ABCB1 transporter, ABCG2 counter-screen. CCRF-Adr cells, JC-1 efflux, flow cytometry. inhibition, % at 6.6 µM. hit rate 0.067% among 190,000; in the data active = inhibition above about 40%;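 note: 0% = vehicle and 100% = reference inhibitor; higher value means more JC-1 retained so stronger ABCB1 efflux block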
Cdc42 wt: changes GTP binding to wildtype human Cdc42; P60953; GST-Cdc42 beads, Bodipy-GTP binding, flow cytometry; actives lie on both sides; percent activity (GTP binding), % at 10 µM; hit rate 0.2% among 190,000; AID 761;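 active = percent activity GTP binding at least 20 points away from the 100% baseline, either down as inhibitor or up as activator; inconclusive = compound flagged as likely green fluorescent from well-wide comparison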;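 note: median bead fluorescence of bound Bodipy-FL-GTP at 100 nM; 0% = excess unlabeled GTP control and 100% = no compound control; below 100% means less GTP binding so inhibitor and above means activator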
Target sequence (P60953 whole entry, looked up): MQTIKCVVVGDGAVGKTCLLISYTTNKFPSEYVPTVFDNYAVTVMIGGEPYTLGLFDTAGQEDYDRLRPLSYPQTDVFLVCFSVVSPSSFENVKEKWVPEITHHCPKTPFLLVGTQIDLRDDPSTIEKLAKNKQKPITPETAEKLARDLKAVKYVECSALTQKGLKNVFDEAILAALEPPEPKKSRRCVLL
The depositor's hits bear a star; u = inconclusive; x = not tested or not shown.

SMILES	ABCG2 block	Rac1 wt modul	Rab7 wt GTP bind	Rac1 mut GTP	HRas wt GTP bind	GSH bead fluor	Pf gamet viab	Avidin bead fluor	Rab2A wt mod	ABCB1 inh	Cdc42 wt
O=C(c1cc2c(s1)-c1ccccc1OC2)N1CCN(c2ccccn2)CC1	1	95	97	94	98	15	x	7	94	0.1	95
COc1ccccc1OC(=O)c1ccc(S(=O)(=O)N(C)C)cc1	2	98	98	95	100	47	14	7	98	0.7	100
COc1ccc(-n2cc(C(=O)O)c3ccccc3c2=O)cc1	9	105	104	97	102	35	x	15	99	0.8	102
Cc1cc2cc(CN(Cc3ccc4c(c3)OCO4)C(=O)c3cnccn3)c3nnnn3c2cc1C	6	107	99	102	102	17	0	8	102	1.8	101
Cc1ccc(OCc2nnc(SCC(N)=O)n2N)cc1	0	103	104	97	98	26	3	9	101	-0.1	101
c1ccc(Nc2nc(-c3ccccn3)cs2)cc1	32	105	104	98	102	28	x	16	101	-0.5	102
CCCn1[nH]cc(SC)c(=O)c1=O	3	103	100	99	99	25	x	7	100	0.7	103
O=C(Nc1ccc2nc(-c3cccnc3)[nH]c2c1)C12CC3CC(CC(C3)C1)C2	18	105	102	101	101	16	-17	6	98	0.7	102
Cc1csc(NC(=O)/C=C/c2ccco2)n1	1	104	100	99	97	19	x	13	98	-0.1	103
O=C(CCS(=O)(=O)c1cccc2nonc12)NCCc1ccccc1	9	101	100	99	101	31	-14	6	102	2.6	102
O=C(Nc1sc2c(c1C(=O)NC1CCCCC1)CCC2)c1ccco1	3	99	100	99	100	12	x	8	100	1.5	103
O=c1cc(CN2CCOCC2)nc(C2CC2)[nH]1	1	107	104	101	105	19	29	14	104	0.3	104
COc1ccc(NC(=S)NC2CCN(Cc3ccccc3)CC2)cc1OC	4	103	101	92	98	21	0	9	96	1.4	103
Cc1csc(NC(=O)c2nc(-c3ccccc3)n(-c3ccccc3)n2)n1	20	96	95	94	96	9	-24	9	95	1.8	99
CCC(C)(C)n1nnnc1C(c1cc(OC)ccc1OC)N1CCC(C(N)=O)CC1 (stereo not given)	0	102	94	99	98	18	x	22	98	0.0	99
O=C(Nc1ccc(Cl)cc1)Nc1ccccc1NS(=O)(=O)c1cccs1	-1	103	98	96	98	14	-15	6	99	-0.1	99
COc1ccc(CCNC(=O)CN(c2ccccc2OC)S(C)(=O)=O)cc1OC	3	112	100	102	102	263*	-8	8	102	0.7	105
O/N=C(\Cc1cscn1)c1ccc(O)cc1O	1	99	94	98	98	25	9	4	98	0.2	100
Cc1csc(NC(=O)C2CCCCC2C(=O)O)n1 (stereo not given)	1	102	100	99	98	21	x	40	99	0.1	100
O=C(CCc1ccccc1)NCC1OCCc2ccccc21 (stereo not given)	7	102	102	98	100	17	x	9	101	0.9	103
CCn1c(=O)c2cc(C(=O)NCc3cccs3)sc2c2ccccc21	2	96	102	94	97	18	x	5	98	1.0	95
Cc1ccc(S(=O)(=O)NCCc2nnc3ccc(NCCCOC(C)C)nn23)cc1	12	99	104	98	97	23	6	10	99	0.7	97
NC(=O)c1cn(-c2ccccc2)nc1-c1cccnc1	9	92	99	94	96	24	18	11	97	0.5	97
O=[N+]([O-])c1ccccc1Nc1ccccc1	3	95	96	96	95	17	-6	8	96	0.4	91
Clc1cccc(NCc2nnc3n2CCCCC3)c1	0	91	93	93	93	8	-17	22	93	0.0	95
CSCCC(NS(=O)(=O)c1c(Cl)cccc1Cl)C(=O)O (stereo not given)	0	99	94	95	95	18	-9	8	98	0.3	94
COC(=O)c1cn(C)c2ccc(S(=O)(=O)N3CCOCC3)cc2c1=O	0	94	96	95	96	10	-11	20	97	0.4	97
COCCn1c(N)c(N(Cc2ccccc2)C(=O)C2CCCC2)c(=O)[nH]c1=O	2	98	97	98	101	72	-7	13	98	1.2	100
Cc1c(C(=O)NCc2cccnc2)oc2ccc(S(=O)(=O)N3CCCCC3)cc12	5	106	99	100	101	23	x	19	102	0.0	103
CCOc1cc(S(=O)(=O)NCc2ccc(OC)cc2)c(OCC)cc1-n1cnnn1	1	98	98	98	100	9	x	14	99	0.6	98
Cc1cnc(C(=O)Nc2ccccc2-n2cccc2)cn1	7	111	100	102	100	10	4	4	103	1.4	104
COc1ccc(-c2nc3ccccc3c(=O)n2CCOc2cc(C)ccc2C)cc1	0	106	99	98	101	9	6	8	100	0.9	105
CCCCNC(=O)COC(=O)CCC(=O)c1cccs1	3	105	100	99	100	11	2	13	101	0.6	104
Cc1ccccc1-n1nnnc1SCc1csc(-c2ccccc2)n1	1	96	94	96	95	6	x	7	95	0.2	97
COc1ccccc1OCCNc1nc2c(c(=O)n(C)c(=O)n2C)n1C	3	92	92	98	96	19	6	21	93	0.6	94
COc1ccccc1NC(=O)c1ccc([N+](=O)[O-])cc1[N+](=O)[O-]	21	100	96	95	96	12	x	8	97	1.5	98
CCOc1ccccc1C1CC(c2ccccc2)Nc2nc(N)nn21 (stereo not given)	2	98	97	97	98	23	x	7	98	1.0	98
O=C(CSc1nnc2scc(-c3ccccc3)n12)N1CCCc2ccccc21	-1	100	96	97	97	25	x	3	97	-0.2	99
CCCCNC(=S)NNC(=O)c1csc2c1CCC(C)C2 (stereo not given)	1	99	98	97	99	25	26	5	98	0.2	100
Cc1ccc(-c2nc(CSCC(=O)NCc3cccnc3)c(C)o2)cc1	15	98	100	96	101	16	-25	8	99	0.9	100
N=C(N)SCc1ccc(Cl)cc1Cl	1	105	98	103	102	15	1	3	101	4.9	104
NS(=O)(=O)c1ccc(CCNC(=O)CN2CCCCCC2)cc1	-1	99	106	98	100	13	-14	12	99	-0.2	99
COCc1nnc(SCC(=O)NCc2ccccc2)n1-c1ccccc1	9	106	101	99	101	31	-42	33	101	0.8	103
COCCCNC(=O)CN(CCc1ccccc1)S(=O)(=O)c1ccc(OC)cc1	-1	97	98	95	95	14	-9	12	98	0.6	92
O=C(N/C=C/n1cnc2cc(C(F)(F)F)ccc21)c1ccccc1	11	100	106	96	97	12	8	12	97	1.7	96
Cc1c(C(=O)O)oc2ccc(S(=O)(=O)NCCC3=CCCCC3)cc12	11	105	99	99	98	24	3	32	100	-0.6	100
CCOc1ccc(-c2ccc(SCC(=O)Nc3nnc(C)s3)nn2)cc1	1	91	92	91	91	23	18	7	93	-0.4	88
CCN(CCCNC(=O)C1c2ccccc2C(=O)N(CCOC)C1c1ccc(F)cc1)Cc1ccccc1 (stereo not given)	-1	101	106	97	99	11	8	11	103	0.1	100
O=C(C1=C[C@H](c2ccc3c(c2)OCO3)C[C@H](OCc2ccc(CO)cc2)O1)N1CCCCCCC1	1	98	95	96	94	19	9	7	94	0.3	94
Cc1noc(C)c1COc1ccc(C(=O)NCC2CCCO2)cc1 (stereo not given)	-1	100	102	100	102	14	x	32	100	-0.3	100

9 structures already listed, sorted by length of the SMILES, highest first:
SMILES	ABCG2 block	Rac1 wt modul	Rab7 wt GTP bind	Rac1 mut GTP	HRas wt GTP bind	GSH bead fluor	Pf gamet viab	Avidin bead fluor	Rab2A wt mod	ABCB1 inh	Cdc42 wt
O=C(C1=C[C@H](c2ccc3c(c2)OCO3)C[C@H](OCc2ccc(CO)cc2)O1)N1CCCCCCC1	1	98	95	96	94	19	9	7	94	0.3	94
CCN(CCCNC(=O)C1c2ccccc2C(=O)N(CCOC)C1c1ccc(F)cc1)Cc1ccccc1 (stereo not given)	-1	101	106	97	99	11	8	11	103	0.1	100
COCCCNC(=O)CN(CCc1ccccc1)S(=O)(=O)c1ccc(OC)cc1	-1	97	98	95	95	14	-9	12	98	0.6	92
Cc1c(C(=O)O)oc2ccc(S(=O)(=O)NCCC3=CCCCC3)cc12	11	105	99	99	98	24	3	32	100	-0.6	100
Cc1ccc(-c2nc(CSCC(=O)NCc3cccnc3)c(C)o2)cc1	15	98	100	96	101	16	-25	8	99	0.9	100
NS(=O)(=O)c1ccc(CCNC(=O)CN2CCCCCC2)cc1	-1	99	106	98	100	13	-14	12	99	-0.2	99
Cc1noc(C)c1COc1ccc(C(=O)NCC2CCCO2)cc1 (stereo not given)	-1	100	102	100	102	14	x	32	100	-0.3	100
CCCCNC(=S)NNC(=O)c1csc2c1CCC(C)C2 (stereo not given)	1	99	98	97	99	25	26	5	98	0.2	100
N=C(N)SCc1ccc(Cl)cc1Cl	1	105	98	103	102	15	1	3	101	4.9	104

Continuation:
SMILES	ABCG2 block	Rac1 wt modul	Rab7 wt GTP bind	Rac1 mut GTP	HRas wt GTP bind	GSH bead fluor	Pf gamet viab	Avidin bead fluor	Rab2A wt mod	ABCB1 inh	Cdc42 wt
CCOC(=O)c1c(C)c(C(=O)Nc2ccc3c(c2)OCO3)c(C)n1C	14	96	95	97	94	24	x	5	96	0.6	95
Clc1ccc(Nc2ncn[nH]2)c(Cl)c1	2	103	96	97	100	10	-3	5	99	0.8	100
COc1ccc(CC(=O)NCc2cccs2)cc1	1	u	u	u	u	27	-11	16	u	-0.1	u
COc1ccc(C[C@H]2CN3C(=NC[C@H]3C)N2CCNC(=O)c2ccc(C)c(Br)c2)cc1	1	98	99	95	96	21	17	13	96	0.6	98
Cc1ccc(-n2c(SCc3ccc([N+](=O)[O-])cc3)nc3ccccc3c2=O)cc1	4	109	101	99	103	11	x	15	101	1.1	106
CN(C)S(=O)(=O)c1ccc(C(=O)Nc2nnc(Cc3ccccc3)s2)cc1	2	104	99	94	100	29	8	12	95	0.5	99
C[C@H](O)[C@@H](C(=O)N1CCN(C(=O)OC(C)(C)C)CC1)n1cc(CCCCNC(=O)OC(C)(C)C)nn1	1	97	97	94	95	19	x	5	97	0.4	96
O=C(c1ccc(NS(=O)(=O)c2cccs2)cc1)N1CCCCC1	23	99	99	96	95	22	x	20	95	0.7	97
C/C(=N\NC(=O)c1cc(Br)ccc1O)c1cccs1	-1	91	97	93	96	15	-13	23	93	-0.5	91
CN(C)CCNC(=O)c1cc2sc3ccccc3c2s1	10	101	98	98	99	70	-3	14	97	1.4	98
